Glioma ERSR ind: qHTS for Inducers of the Endoplasmic Reticulum Stress Response (ERSR) in Human Glioma: qHTS. Potency, µM, without a hit: top-dose activation, usual class: activators. U87-MG GRP78 promoter luciferase reporter, 16 h. 420,000 compounds, 0.02% hits. AID 602332, 2012; note: potency is the fitted concentration of half-maximal effect; series mostly up to about 76 µM; % of control where 0% means no effect; nearly all actives have a fitted effect of over 35% in size
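Stably transfected U87-MG human glioma cells carrying a GRP78-based luminescent sensor were seeded at 1000 cells/well, pin-dosed with compounds and incubated 16 h. Luciferase reagent was then added, and end-point luminescence was read after 10 min at room temperature.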
D2 agonist: HTS Assay for Allosteric Agonists of the Human D2 Dopamine Receptor: Primary Screen for Agonists. D(2) dopamine receptor (Homo sapiens), P14416. HEK293 T-REx D2 cells, calcium flux agonist mode. activation, % at 2 µM. 340,000 compounds, 0.53% hits. AID 485358, 2010;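 active = activation over 3 SD above normal in the single-dose calcium agonist read, cut at about 30% in these data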; note: 0% is about no effect
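Calcium-flux readout, 1 cycle/sec over 180 s following compound pin transfer, in inducible HEK293 Trex D2 cells (force-coupled); dopamine controls included. Positive calcium responses during this window marked compounds as potential agonists.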
Vif-APOBEC3G blk: qHTS for Inhibitors of Vif-A3G Interactions: qHTS; 410,000 compounds, 0.076% hits; AID 602310, 2012; Potency, µM (top dose mostly 46.1 µM), for inactives: at the highest dose activity, negative = active, usual class: inhibitors; HeLa A3G-eYFP + Vif (tagged APOBEC3G with the HIV-1 protein that degrades it), YFP fluorescence, overnight; DNA dC->dU-editing enzyme APOBEC-3G (Homo sapiens), Q9HC16;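 note: potency is the fitted concentration of half-maximal effect; % is set by controls: 0 for no effect and ±100 for the full control effect; nearly all actives have a fitted effect of over 60% in size; hits raise eYFP signal because A3G escapes Vif-driven loss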
Target sequence (Q9HC16 whole entry, looked up): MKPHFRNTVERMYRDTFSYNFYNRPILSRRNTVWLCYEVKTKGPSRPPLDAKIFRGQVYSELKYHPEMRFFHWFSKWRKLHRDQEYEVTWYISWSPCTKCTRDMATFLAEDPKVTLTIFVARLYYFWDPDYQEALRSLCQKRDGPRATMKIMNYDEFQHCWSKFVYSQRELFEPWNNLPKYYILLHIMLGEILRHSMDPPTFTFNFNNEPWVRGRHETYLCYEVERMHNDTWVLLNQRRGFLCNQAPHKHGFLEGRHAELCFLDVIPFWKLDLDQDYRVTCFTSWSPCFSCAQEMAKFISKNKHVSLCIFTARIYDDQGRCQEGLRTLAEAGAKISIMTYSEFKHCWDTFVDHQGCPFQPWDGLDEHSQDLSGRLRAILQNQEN
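Read-out is eYFP fluorescence (Ex 488/Em 500-530) from Vif-expressing HeLa A3G-eYFP cells; more signal means A3G escaped Vif-mediated degradation. Cells plated overnight, compound pinned in, incubated overnight at 37 deg C.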
ERG Ets-DNA blk: qHTS for Small Molecule Inhibitors of the ERG Ets/DNA interaction. Transcriptional regulator ERG (Homo sapiens), P11308. fluorescence polarization, His-ERG Ets domain / labelled DNA. Potency, µM (titrated, usually from 76.9 µM), for the others: at the highest dose FP activity, negative = inhibition, actives largely listed as inhibitors. 370,000 compounds, 0.028% hits. AID 624246, 2012; active = well fitted inhibition curve with a large enough effect in the polarisation, with a control signal flat; inconclusive = small, poorly fitted or top-dose-only effect, or effect the other way, or a change in a side signal; inactive = no such curve, though single readings can be large or run the other way; the % refers to the polarisation;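 note: polarization taken with two DNA probes labelled with fluorescein and Texas red; potency is the fitted concentration of half-maximal effect; % of control where 0% means no effect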
Target sequence (P11308 whole entry, looked up, the tested form may be a part): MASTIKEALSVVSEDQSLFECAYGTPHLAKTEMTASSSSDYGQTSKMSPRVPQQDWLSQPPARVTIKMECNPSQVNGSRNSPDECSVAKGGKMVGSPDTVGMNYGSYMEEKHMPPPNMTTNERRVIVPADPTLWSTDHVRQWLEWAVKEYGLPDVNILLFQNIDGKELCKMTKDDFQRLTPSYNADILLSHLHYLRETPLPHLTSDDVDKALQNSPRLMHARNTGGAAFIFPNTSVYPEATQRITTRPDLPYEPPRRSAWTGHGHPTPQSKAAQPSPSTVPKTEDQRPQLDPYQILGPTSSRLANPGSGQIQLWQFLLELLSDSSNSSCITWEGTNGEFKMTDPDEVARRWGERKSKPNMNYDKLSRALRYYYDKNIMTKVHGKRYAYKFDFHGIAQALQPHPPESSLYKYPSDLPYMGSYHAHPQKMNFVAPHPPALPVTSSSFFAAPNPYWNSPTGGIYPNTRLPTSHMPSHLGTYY
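His-tagged ERG Ets domain (1 uM in the protein solution; 300mM KCl, 50mM Tris-HCl, 1mM EDTA, 1mM DTT, pH 7.5) received compound, then a probe mix of 5 nM fluorescein-DNA and 100nM Texas-615-DNA. Fluorescence polarization was read for both dyes.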
D2 antagonist: HTS Assay for Allosteric Antagonists of the Human D2 Dopamine Receptor: Primary Screen for Antagonists | HEK293 TREx D2 cells, calcium flux, dopamine EC80 | inhibition, % at 10 µM | 340,000 compounds, 2% hits | AID 485344, 2010; in the data active = inhibition above about 30%; note: 0% is about no effect
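Measurement of antagonist activity uses fluorescent calcium dye in inducible HEK293 T-REx D2 cells: 10 s baseline, compound addition with 180 s read, EC80 dopamine addition with a further 180 s read.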
Vif-APOBEC3F blk: qHTS for Inhibitors of Vif-A3F Interactions: qHTS; HeLa A3F-eYFP + Vif (tagged APOBEC3F with the HIV-1 protein that degrades it), YFP fluorescence increase; Potency, µM (highest dose often 46.1 µM), without a hit: at the top dose activity, negative = active; 390,000 compounds, 0.2% hits; note: potency is the fitted concentration of half-maximal effect; % of control where 0% means no effect; nearly all actives have a fitted effect of over 65% in size
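HeLa cells stably expressing A3F-eYFP plus Vif, plated and incubated overnight at 37 deg C, then exposed to compounds overnight at 37 deg C. Blocked degradation read as raised yellow fluorescence (Ex 488/Em 500-530).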
LDHA block: qHTS assay for inhibitors of human lactate dehydrogenase; purified LDHA, NADH/diaphorase-resazurin fluorescence; active compounds read low; activity change, % (values are at about 110 or 230 µM); 480,000 compounds, 0.15% hits; in the data active = activity change below about -30%; inconclusive = mostly about -25% to -30%;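 note: plate controls were DMSO wells for no effect and wells without enzyme for full effect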
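Human LDH5 at 2 nM final in Tris HCl pH 7.4 with 0.06 mM NADH and 0.2 mM pyruvate, reacted 5 minutes at room temperature. Remaining NADH coupled via diaphorase/resazurin; resorufin fluorescence read at 0 and 20 minutes, normalized to enzyme-free and DMSO wells.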
RGS4 inhibitor: Inhibitors of Regulator of G Protein Signaling (RGS) 4: qHTS | Regulator of G-protein signaling 4 (Homo sapiens), P49798 | Transcreener GDP fluorescence polarization, RGS4-accelerated GTP hydrolysis | Potency, µM (highest dose often 114 µM), for the others: at the highest dose activity change, negative = inhibition, usual class: inhibitors | 390,000 compounds, 0.039% hits; note: potency is the fitted concentration of half-maximal effect; % is set by controls: 0 for no effect and ±100 for the full control effect; nearly all actives have a fitted effect of over 75% in size; some results filed as inactive show a strong effect at the top dose
Target sequence (P49798 whole entry, looked up): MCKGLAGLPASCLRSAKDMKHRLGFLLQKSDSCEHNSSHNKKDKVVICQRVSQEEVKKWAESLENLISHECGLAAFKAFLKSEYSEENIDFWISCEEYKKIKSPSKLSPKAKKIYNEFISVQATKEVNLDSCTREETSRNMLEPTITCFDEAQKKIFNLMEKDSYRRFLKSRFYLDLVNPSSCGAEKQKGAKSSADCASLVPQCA
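MLSMR compounds (23 nl, pin-transferred) preincubated 10 min at room temperature with a 500nM (2x) first reagent, then RGS4 at 900nM (2x) plus Transcreener GDP mix added; fluorescence polarization (620/688 nm) read before and after 90 min at 30 °C.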
12-LOX inh: Primary qHTS assay for inhibitors of human arachidonate 12S-lipoxygenase (ALOX12): Round 2. 580,000 compounds, 1.1% hits. purified 12hLO, xylenol orange hydroperoxide absorbance. Potency, µM (highest dose often 108 µM), for inactives: at the highest dose activity change, negative = inhibition, usual class: inhibitors. Polyunsaturated fatty acid lipoxygenase ALOX12 (Homo sapiens), P18054; note: potency is the fitted concentration of half-maximal effect; % is set by controls: 0 for no effect and ±100 for the full control effect
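Purified human 12hLO at 150 nM in 25 mM Hepes, 0.01% Triton X-100, pH 7.0, preincubated 15 min at room temperature with compound. Reaction started with 40 uM arachidonic acid, 30 min at room temperature. Hydroperoxide measured by Fe-xylenol orange, 573/405 nm absorbance ratio.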
An asterisk follows results filed as active; ? = inconclusive; · = no result given; & = joins results of further samples; [ ] = remark or other dose. Unless noted, calls come from the whole dose curve; as a rule, active = well fitted curve in the direction sought with a large enough effect; inconclusive = small, poorly fitted or top-dose-only effect, or another doubt; inactive = no such curve, though single readings can be large; an effect the other way counts as inactive or inconclusive. An excerpt; rates above refer to the full screens.

Compound	Glioma ERSR ind	Vif-APOBEC3G blk	ERG Ets-DNA blk	LDHA block	RGS4 inhibitor	D2 antagonist	Vif-APOBEC3F blk	D2 agonist	12-LOX inh
Cc1ccc(NC(=O)c2nc[nH]c2C(=O)N2CCc3ccccc3C2)cc1	-4%	5%	-7%	-3	4%	63*	7%	-0.3	2%
O=C(NNS(=O)(=O)c1ccc(F)cc1F)C1Cc2c(ccc3ccccc23)O1 (stereo not given)	1%	2%	-4%	8	-24%	·	0%	·	7%
Cc1ccc2nc(SCC(=O)N3CCCC3)[nH]c2c1	-3%	0%	9%	5	-8%	·	2%	·	9%
CC1(C(=O)NC2CCCCC2)Cc2ccccc2C(=O)N1Cc1ccccc1Cl (stereo not given)	·	·	3%	-9	20%	·	·	2.1	-15%
COc1ccc(-c2nsc3c(N4CCCCC4C)ncnc23)cc1 (stereo not given)	-6%	-7%	-8%	1	-15%	3	1%	1.2	-1%
C#CCOCCOCCOCCNc1nc(N2CCN(C(=O)CCCCCCCCCCNC(=O)[C@@H](CCC(=O)O)n3cc(CCCCCN)nn3)CC2)nc(N2CCN(C(=O)CCCCCCCCCCNC(=O)[C@H](CO)n3cc(CCCCCN)nn3)CC2)n1	-1%	-15%	-7%	-1	-38%	3	-2%	5.1	·
O=C(NC1CCCCC1)c1ccc2c(c1)N(Cc1ccc(F)cc1)C(=O)c1ccccc1S2(=O)=O	·	·	6%	0	-4%	·	·	-0.4	-10%
Cc1cc(C)cc(N(CC(=O)Nc2cccc(C)c2C)S(=O)(=O)c2c(C)[nH]c(=O)[nH]c2=O)c1	-2%&0%	0%&1%	-20%&-9%	-1&-8	5%&-5%	15	0%&1%	0.2	?
COC(=O)c1ccccc1N(C)C(=O)C12CCC(C)(C(=O)O1)C2(C)C (stereo not given)	-1%	2%	2%	-4	19%	-3	-6%	0.7	0%
CCOc1ccc(S(=O)(=O)NCCC(=O)NCc2ccncc2)cc1	-3%	1%	3%	3	-3%	1	-4%	-0.4	-13%
O=C(NCc1cccnc1)c1ccc(NS(=O)(=O)c2cccc([N+](=O)[O-])c2)cc1	-2%	0%	2%	0	-30%	·	11%	·	-6%
O=C(N/N=C/c1c(O)ccc2ccccc12)Nc1ccccc1	0%	-8%	-3%	5	-9%	·	?	·	379%[activator]
Cc1cc(C)nc(SCc2nnc(SCC(=O)N3CCCc4ccccc43)n2C)n1	-2%	1%	·	0	3%	16	-2%	-0.6	-15%[57.4 µM]
CCC(C)(C)n1nnnc1C(c1ccc(OC)c(OC)c1)N1CCN(C(=O)c2ccco2)CC1 (stereo not given)	-1%	1%	-6%	-2	-18%	-37	1%	0.1	?
CC(C)NC(=O)CCn1nc(-c2ccc(Cl)cc2)c2ccccc2c1=O	-3%	0%	-6%	1&-7	2%	0	-1%	-1.0	-23%&-20%
Cc1cccc2c(SCC(N)=O)nc(-c3ccccc3)nc12	-3%	6%	-4%	1	3%	-4	0%	1.5	0%
CC1(C)C(=O)Nc2ccccc2N1C(=O)COC(=O)CNS(=O)(=O)c1ccc(F)c(F)c1F	-1%	1%	2%	2	-10%	·	6%	·	15%
Cc1ccccc1NC(=O)NCCCN1CCN(C)CC1	-3%	-4%	-3%	-1	15%	3	4%	-0.2	-6%
O=C(Nc1ccc(Cl)cc1)ON=C1CCCC1	6%	-2%	17%	0	4%	14	?	15	-5%
COC(=O)C(C(=O)OC)[C@@H]1C=C[C@H](C[N+](=O)[O-])N(C(C)=O)C1	7%	-8%	-5%	-7	-9%	·	2%	·	6%

A second format for 3 compounds above:
The line under a structure holds: Glioma ERSR ind, Vif-APOBEC3G blk, ERG Ets-DNA blk, LDHA block, RGS4 inhibitor, D2 antagonist, Vif-APOBEC3F blk, D2 agonist, 12-LOX inh
O=C(N/N=C/c1c(O)ccc2ccccc12)Nc1ccccc1
 : 0%, -8%, -3%, 5, -9%, ·, ?, ·, 379%[activator]
Cc1cc(C)nc(SCc2nnc(SCC(=O)N3CCCc4ccccc43)n2C)n1
 : -2%, 1%, ·, 0, 3%, 16, -2%, -0.6, -15%[57.4 µM]
CCC(C)(C)n1nnnc1C(c1ccc(OC)c(OC)c1)N1CCN(C(=O)c2ccco2)CC1 (stereo not given)
 : -1%, 1%, -6%, -2, -18%, -37, 1%, 0.1, ?

Later entries
Compound	Glioma ERSR ind	Vif-APOBEC3G blk	ERG Ets-DNA blk	LDHA block	RGS4 inhibitor	D2 antagonist	Vif-APOBEC3F blk	D2 agonist	12-LOX inh
FC(F)(F)c1cccc(CN2CCSCC2)c1	-5%	-2%	5%	-9	8%	·	0%	·	?
COc1ccc(-c2ccnc(-c3ccc(O)cc3)n2)cc1	3%	?	-2%	-10	14%	-13	-11%	-0.7	-18%
Cn1nnnc1Sc1c(Cl)cccc1[N+](=O)[O-]	-2%	5%	1%	0	-32%	-2	-9%	0.4	-2%
CN(CCc1ccccc1)C(=O)c1ccc(NC(=O)Cc2cccc(NC(=O)C3CCN(C(=O)C4CCCCC4)CC3)c2)cc1	-4%	-2%	7%	-2	-2%	·	5%	·	2%
O=C(CN1C2=NCCCN2c2ccccc21)c1cccc(Br)c1	-4%	1%	-12%	-8	?	-16	-1%	-2.7	26%
O=C(NCC(=O)N1CCc2ccccc2C1)c1ccccc1Cl	-1%	0%	7%	-10	26%	-12	2%	1.3	0%
COc1cc(OC)c(NC(=O)CN(C)S(=O)(=O)c2ccc(-c3ccc(=O)[nH]n3)s2)cc1Cl	-5%	-3%	2%	0	6%	17	7%	-0.7	0%
O=C(Cc1cccs1)Nc1ccc(F)c(F)c1	-2%	-3%	6%	-4	19%	5	3%	-0.7	-9%
CC1(C)N=C(N)N=C(N)N1c1cccc(CN)c1	-4%	0%	-5%	-1	3%	8	4%	2.0	53%
CC(C)N1CCc2nc(SCC(=O)Nc3cccc(F)c3)[nH]c(=O)c2C1	-4%	-2%	6%	-4	12%	·	5%	1.1	9%

Next part; the last 2 above are carried over.
Compound	Glioma ERSR ind	Vif-APOBEC3G blk	ERG Ets-DNA blk	LDHA block	RGS4 inhibitor	D2 antagonist	Vif-APOBEC3F blk	D2 agonist	12-LOX inh
CC1(C)N=C(N)N=C(N)N1c1cccc(CN)c1	-4%	0%	-5%	-1	3%	8	4%	2.0	53%
CC(C)N1CCc2nc(SCC(=O)Nc3cccc(F)c3)[nH]c(=O)c2C1	-4%	-2%	6%	-4	12%	·	5%	1.1	9%
CN(c1ccccc1C(=O)NC1CC2CCC1C2)S(=O)(=O)c1ccccc1 (stereo not given)	-3%	0%	-3%	-7	13%	25	10%	-0.5	1%
CCCN(C)C[C@@H]1Oc2ncc(Br)cc2C(=O)N([C@@H](C)CO)C[C@H]1C	0%	-1%	·	-4	·	·	-3%	·	-11%
Cc1ccc(OCC(=O)N2CCc3ccccc32)c([N+](=O)[O-])n1	1%	0%	-6%	-5	-31%	0	8%	0.6	6%
COc1ccc(-n2nc3c(c2NC(=O)CBr)CSC3)cc1	-5%	-2%	11%	4	?	·	2%	·	-19%
Cc1cc(C)c2sc(N(CCCN(C)C)C(=O)c3ccc(S(=O)(=O)N(C)C4CCCCC4)cc3)nc2c1	-13%	8%	-18%	-1	-25%	0	13%	1.7	-13%
COc1cc(C2C(C#N)=C(N)Oc3c2c(-c2ccccc2)nn3-c2ccccc2)cc(OC)c1OC (stereo not given)	-3%	0%	1%	4	-48%	12	0%	1.1	2%
Cc1ccc(S(=O)(=O)/N=C(/c2ccc(F)cc2)N2CCCCC2)cc1	1%	0%	-4%	-8	5%	6	-4%	-1.0	-6%
CCOC(=O)C1CCCNC1=O (stereo not given)	-4%	5%	9%	-5	-15%	27	-3%	-0.7	?
Cn1cc(C(=O)N/N=C/c2cccc(O)c2)ccc1=O	3%	-1%	1%	-8	18%	-2	0%	7.9	-1%
c1cncc(-c2nc(NCCCn3ccnc3)c3ccccc3n2)c1	-5%	2%	-14%	-2	-4%	1	-20%	-0.9	-12%
COc1ccc(C(=O)n2nc(C)c(Br)c2C)cc1	-5%	-1%	6%	-14	14%	21	3%	9.6	0%
O=c1c(N2CCc3ccccc3C2)csc2ccc(Br)cc12	3%	-2%	-4%	-1	?	·	?	·	40µM*
Cc1ccc(S(=O)(=O)Nc2ccc3nc(-c4cccc(Cl)c4)oc3c2)cc1	·	·	2%	-3	-6%	·	·	-0.4	?
Cc1ccc(/C(N)=N/OC(=O)Cc2cccc3ccccc23)cc1	4%	-10%	-5%	-3	25%	-7	-2%	0.0	2%
Cc1ccsc1C(=O)N1CCN(c2ccccn2)CC1	2%	3%	3%	-11	20%	-6	8%	-0.2	3%
